GC-A act: GC-A (human) enzyme activation | HEK293 GC-A cells, cGMP TR-FRET, EC30 ANP; 0% at EC30 ANP, 100% saturating ANP | P16066 | activation, % at 10 µM | hit rate 0.14% among 370,000; in the data active means activation above about 40%
HTRA1 inhibitor: HTRA1 (human) protease inhibition; Q92743; recombinant HTRA1, FP-rhodamine activity-based probe, fluorescence polarization; inhibition, % at 5.96 µM; hit rate 0.5% among 340,000; in the data active means inhibition above about 36%;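 further: 0% = enzyme with DMSO and 100% = wells lacking enzyme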
ARFGAP1 inh: inhibitors of rat ARFGAP1. Arfgap1-stimulated ARF1 GTP hydrolysis, GDP FP detection. Q62848. inhibition, % at 16.5 µM. hit rate 0.26% among 360,000;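 active means inhibition above a per-plate limit, mean inhibition of low control wells plus 3 SD, cut at about 25% in these data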;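 further: 0% = DMSO wells with enzyme and 100% = wells lacking Arfgap1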
Target sequence (Q62848 1-136 limits assumed): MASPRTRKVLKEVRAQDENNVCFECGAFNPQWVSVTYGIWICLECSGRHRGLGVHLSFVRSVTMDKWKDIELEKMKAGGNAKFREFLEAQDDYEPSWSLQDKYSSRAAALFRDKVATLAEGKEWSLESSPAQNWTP
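Assay system: Rat Arfgap1 GAP domain (His6, aa 1-136), purified enzyme | Buffer or medium: HEPES 25 mM pH 7.5, NaCl 150 mM, MgCl2, DTT | Schedule: GTP hydrolysis reaction 2 h at 25 °C | Signal: FP of antibody-bound GDP Alexa 633 tracer, ex 620/em 688 nm | Measure: Percent inhibition of Arfgap1-stimulated GTP hydrolysis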
SMARCA2 activ: activators of SMARCA2 function; MG213 cells, MMTV-luciferase reporter, dexamethasone, overnight; activation, % at 9.1 µM; hit rate 1% among 370,000; AID 652017; in the data active means activation above about 7.8%;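 further: 0% = vehicle wells and 100% = reference activator wells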
rCAG binder: r(CAG) repeat RNA binding. TO-PRO-1 dye displacement fluorescence. inhibition, % at 3 µM. hit rate 1.3% among 370,000;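 active means inhibition above the plate cutoff, the mean of all test compounds on that plate plus 3 SD, cut at about 35% in these data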;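 further: 0% = DMSO alone and 100% = 100 µM mitoxantrone as full dye displacement; higher means more dye released from RNA so lower well fluorescence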
PG9 Ab binder: binds the HIV-1 gp120 antibody PG9; inhibition, % at 6.7 µM; TR-FRET gp120-PG9 antibody binding; hit rate 0.43% among 360,000; AID 624416; in the data active means inhibition above about 8.5%
ASAP1 GAP inh: ASAP1 ArfGAP inhibition; Q9ULH1; ASAP1-stimulated ARF1 GTP hydrolysis, GDP FP detection; inhibition, % at 16.5 µM; hit rate 0.19% among 360,000; in the data active means inhibition above about 25%;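 further: 0% = vehicle with enzyme and substrate and 100% = no enzyme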
NR1D1 modulator: modulators of human Rev-erb alpha DNA binding. P20393. Rev-erbα–FITC-DNA binding, fluorescence polarization, 90 min. activity, % at 10 µM. hit rate 0.79% among 370,000;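 active means activity above about 14%, limit read from the data; passing the limit was not always enough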;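 further: 0% = DMSO wells with 35 nM protein and 100% = DMSO wells with 750 nM protein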
Target sequence (P20393 whole entry, looked up): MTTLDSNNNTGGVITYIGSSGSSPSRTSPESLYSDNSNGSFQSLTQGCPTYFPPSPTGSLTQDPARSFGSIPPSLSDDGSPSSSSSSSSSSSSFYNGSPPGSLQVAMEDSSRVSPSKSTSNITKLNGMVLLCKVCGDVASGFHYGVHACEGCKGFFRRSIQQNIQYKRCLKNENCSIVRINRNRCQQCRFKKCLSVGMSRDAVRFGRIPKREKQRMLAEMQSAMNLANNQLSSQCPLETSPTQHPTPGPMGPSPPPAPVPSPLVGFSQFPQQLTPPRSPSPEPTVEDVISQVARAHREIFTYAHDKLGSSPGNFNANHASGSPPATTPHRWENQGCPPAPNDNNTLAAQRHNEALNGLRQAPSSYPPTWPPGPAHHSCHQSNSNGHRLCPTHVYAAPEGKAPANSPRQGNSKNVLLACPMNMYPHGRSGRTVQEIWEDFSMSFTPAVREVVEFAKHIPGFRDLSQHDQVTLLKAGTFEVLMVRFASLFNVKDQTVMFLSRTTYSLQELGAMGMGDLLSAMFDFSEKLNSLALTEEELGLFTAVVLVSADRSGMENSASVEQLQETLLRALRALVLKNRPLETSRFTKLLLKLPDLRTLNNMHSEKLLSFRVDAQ
NPR2 activator: GC-B (human) receptor activation; HEK293-GC-B cells, CNP EC30, cGMP TR-FRET; 0% at EC30 CNP, 100% saturating CNP; activation, % at 10 µM; hit rate 0.11% among 370,000; P20594;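 active means activation at 10 µM reaching about 35% in either raw or pattern-adjusted values, limit read from the data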
ABHD4 inh: inhibits mouse alpha/beta hydrolase domain 4; AID 720543; Q8VD66; hit rate 0.54% among 370,000; purified mABHD4, FP-Rh probe fluorescence polarization; inhibition, % at 8.92 µM;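 active means inhibition exceeding the mean over every tested compound plus 3 SD, cut at about 30% in these data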;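 further: 0% = plate median of compound wells and 100% = S159A mutant with DMSO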
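System: mouse ABHD4 enzyme, wild type / Medium: HEPES pH 7.0, NaCl, Pluronic buffer / Reagent: FP-Rh activity-based fluorescent probe / Control set: S159A mutant high control, sample median low control / Detection: fluorescence polarization with parallel and perpendicular emission, 525/598 nm / Schedule: 45 min + 60 min at 25 °C / Compound dosing: 8.92 µM, single dose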
Active calls of the source: *; nt = not tested or not shown.

no.	SMILES	ARFGAP1 inh	PG9 Ab binder	NR1D1 modulator	HTRA1 inhibitor	NPR2 activator
1	O=C(NC1CCCCCCC1)NC1CCCCC1	8	-0.1	2	-4	-3
2	Cc1ccc(NC(=O)C2Cc3ccccc3CN2C(=O)c2ccco2)cc1S(=O)(=O)N(C)C (configuration not stated)	1	-1.8	0	3	5
3	C=CCNC(=O)C1CCC(=O)N1S(=O)(=O)c1ccc(C)cc1 (configuration not stated)	-8	-1.1	-1	-2	5
4	CC(c1nnnn1C1CCCCC1)N(Cc1ccccc1)Cc1cccnc1 (configuration not stated)	-8	0.6	0	-6	-12
5	C/C(=N/NC(=O)c1ccc(-c2ccccc2)cc1)c1cccc(O)c1	10	-2.3	2	-4	-6
6	CCCCn1nnnc1C(c1ccccc1)N1CCN(c2ccc(C)cc2)CC1 (configuration not stated)	10	-3.1	4	nt	-4
7	CC(=O)c1cccc(NC(=O)Nc2ccc(C)cc2)c1	1	-0.4	4	-1	-3
8	Cc1ccc(N(CC(=O)Nc2cccc(N(C)S(C)(=O)=O)c2)S(C)(=O)=O)cc1	-8	-0.5	3	-2	1
9	COc1cccc(-c2csc(N3CCN(C(=O)NC45CC6CC(CC(C6)C4)C5)CC3)n2)c1	14	2.9	-3	-16	12
10	COc1ccc(N2CCN(c3cc(C(=O)Nc4cc(OC)c(OC)c(OC)c4)ncn3)CC2)cc1OC	11	-1.4	8	nt	-3
11	NC(=O)C1CCCN1 (configuration not stated)	9	1.2	-5	5	4
12	N#CC(c1ccc(Cl)nn1)c1c(F)cccc1Cl (configuration not stated)	0	-0.1	2	0	5
13	O=C(c1ccc2c(c1)OCO2)N1CCN(c2ccc(C(F)(F)F)cn2)CC1	2	0.5	0	-7	-2
14	COCCOC(=O)c1c(NC(=O)COC(=O)c2ccc(C)o2)sc(C(N)=O)c1C	11	1.2	4	-9	2
15	O=C(N/N=C/c1ccc([N+](=O)[O-])cc1)c1cccc2cc[nH]c12	-14	-0.7	-2	-5	1

no.	ABHD4 inh	rCAG binder	SMARCA2 activ	GC-A act	ASAP1 GAP inh
1	2	-6	2	3	-6
2	-1	6	0	2	-5
3	2	-3	-2	3	-3
4	-7	-3	-2	-4	6
5	-5	3	-3	1	2
6	-1	4	-1	0	6
7	-6	3	2	0	-7
8	-3	-2	3	-3	-10
9	-14	10	0	1	-1
10	6	7	1	3	-2
11	2	-2	1	2	5
12	2	-2	-1	3	2
13	-4	-8	-3	-2	3
14	-1	5	0	6	-12
15	0	4	1	-1	12

In the list so far, 2 contain fluorine.
no.	SMILES	ARFGAP1 inh	PG9 Ab binder	NR1D1 modulator	HTRA1 inhibitor	NPR2 activator
12	N#CC(c1ccc(Cl)nn1)c1c(F)cccc1Cl (configuration not stated)	0	-0.1	2	0	5
13	O=C(c1ccc2c(c1)OCO2)N1CCN(c2ccc(C(F)(F)F)cn2)CC1	2	0.5	0	-7	-2

no.	ABHD4 inh	rCAG binder	SMARCA2 activ	GC-A act	ASAP1 GAP inh
12	2	-2	-1	3	2
13	-4	-8	-3	-2	3

Results in sequence from above:
NR1D1 modulator, compounds 4–13, in order: 0, 2, 4, 4, 3, -3, 8, -5, 2, 0

Later entries:
no.	SMILES	ARFGAP1 inh	PG9 Ab binder	NR1D1 modulator	HTRA1 inhibitor	NPR2 activator
16	COc1ccc2nc(C)cc(N/N=C/c3ccc(F)cc3)c2c1	0	-1.0	5	-26	-15
17	COc1ccccc1N(CC(=O)NCCSc1ccccc1)S(=O)(=O)c1ccccc1	10	0.8	-2	-10	3
18	Cc1cc2cc(CNC(=S)NC3CCCCC3)ccc2[nH]1	2	1.3	5	-12	-2
19	Cc1cccc(N(C)C(=O)c2cc(S(=O)(=O)N3CCc4ccccc43)cn2C)c1	20	-0.1	1	-3	-12
20	O=C(N/C=N/OCc1ccc(Cl)cc1Cl)NOCc1ncc(C(F)(F)F)cc1Cl	15	1.9	2	-35	-4
21	CC(=O)Nc1ccc(S(=O)(=O)N(C)CC(=O)Nc2ccccc2N2CCOCC2)cc1	-6	0.0	1	3	-5
22	CCCC(=O)Nc1nnc(CCc2ccccc2)s1	11	-0.6	-7	-7	3
23	Cc1cc(S(=O)(=O)N2CCCC2)ccc1OCC(=O)NCc1ccccc1	10	-0.7	1	3	0
24	O=Cc1cn(CCOc2ccccc2F)c2ccccc12	3	-1.2	5	-4	6
25	O=C(NCCOc1ccccc1)C(=O)c1c[nH]c2ccccc12	11	-0.2	6	-16	-1
26	N#Cc1c(C(F)(F)F)cc(-c2cccs2)nc1SC(C(=O)O)c1ccccc1 (configuration not stated)	-5	-0.1	2	-28	-10
27	Cc1noc(C)c1C(=O)NCCCN1CCCC1=O	-3	-4.2	-3	-1	2
28	O=C(CN1C(=O)CSc2ccccc21)N1CCc2ccccc21	-9	-2.6	5	-1	3
29	COc1cc(/C=N/NC(=S)N/N=C/c2cc(OC)c(OC)c(OC)c2)cc(OC)c1OC	7	-1.8	-4	6	8
30	COc1ccc(C(=O)N2CCN(S(=O)(=O)c3ccc(Br)cc3)CC2)cc1	-12	-0.7	4	-10	-6

no.	ABHD4 inh	rCAG binder	SMARCA2 activ	GC-A act	ASAP1 GAP inh
16	7	27	-5	-50	7
17	2	-5	-3	-1	-12
18	2	3	-2	0	14
19	-5	2	0	-13	-1
20	-20	-2	-2	-3	9
21	7	-4	0	0	0
22	2	-5	0	-1	2
23	7	-9	-1	1	-2
24	-1	-3	0	-1	-10
25	-10	0	4	2	10
26	-12	78*	-3	-5	12
27	6	1	2	6	-11
28	-3	-4	-3	1	2
29	12	11	4	4	19
30	2	-6	-1	-5	-5

Later entries:
no.	SMILES	ARFGAP1 inh	PG9 Ab binder	NR1D1 modulator	HTRA1 inhibitor	NPR2 activator
31	CCOC(=O)CN1C(=O)NC2NC(=O)NC21 (configuration not stated)	0	1.0	-4	2	4
32	Cc1[nH]n(-c2ccccc2)c(=O)c1C(c1cccc([N+](=O)[O-])c1O)c1c(C)[nH]n(-c2ccccc2)c1=O	-4	-3.6	-4	1	2
33	COc1cc(OC)cc(C(=O)N2CCCC(Nc3ccc(F)cc3)C2)c1 (configuration not stated)	8	-0.3	-3	6	-7
34	Cc1cccc(C)c1NC(=O)CNC(=O)c1c(C)nn(C)c1Cl	-2	1.6	-2	-1	5
35	COc1ccc(CN([C@H](C)CO)S(=O)(=O)N(Cc2ccccc2)[C@H](CO)C(C)C)cc1	12	0.5	-4	-17	-6
36	N#Cc1ccc(NC(=O)CSc2nc3[nH]c(=O)cc(O)c3s2)cc1	2	0.1	-3	-19	-2
37	COc1ccc([N+](=O)[O-])cc1NC(=O)c1ccc(N2C(=O)CCC2=O)cc1	12	-0.3	-1	0	1
38	CC1CCC(NC(=O)C2COc3ccccc3O2)CC1 (configuration not stated)	-2	0.9	6	-8	-1
39	O=C(CSc1nnc(SCc2ccc(Cl)cc2)s1)N/N=C/c1ccccc1C(=O)O	-8	-1.4	-2	-12	-6
40	CCCC1=C([O-])C2N=CC=CC2=[N+](c2ccccn2)C1=O (configuration not stated)	0	1.7	-6	3	-1
41	CCCCC1(C)OC(=O)C(=Cc2ccc(-c3ccc(Cl)c(C(=O)O)c3)o2)C(=O)O1 (configuration not stated)	10	0.3	-5	9	0
42	O=C(c1ccc(COc2ccccc2[N+](=O)[O-])o1)N1CCCCC1	4	-2.3	4	-8	1
43	Cc1cccc2cc(CN(CCN(C)C)C(=S)Nc3ccccc3)c(=O)[nH]c12	1	-0.4	5	-12	-9
44	COc1ccc(S(=O)(=O)N2CCCCCC2)cc1C(=O)Nc1ccc(C)cn1	-7	-0.2	101*	-4	-1
45	O=C(Oc1cccc2c(OC(=O)N3CCOCC3)cccc12)N1CCOCC1	9	0.2	3	-6	3

no.	ABHD4 inh	rCAG binder	SMARCA2 activ	GC-A act	ASAP1 GAP inh
31	-1	1	-1	0	0
32	12	79*	0	4	-9
33	10	-7	-1	-13	-14
34	1	0	-2	4	-1
35	-5	-2	0	-13	9
36	18	26	-4	1	9
37	3	2	5	3	-1
38	4	-8	5	1	2
39	-2	14	-4	3	0
40	3	0	-5	0	-1
41	6	2	0	3	9
42	-5	-6	1	3	-2
43	-1	-1	4	-6	4
44	-5	-1	1	-1	-7
45	-2	-5	-3	-2	-15

Grouped by structure, the compounds so far with a cyano group (three)
no.	SMILES	ARFGAP1 inh	PG9 Ab binder	NR1D1 modulator	HTRA1 inhibitor	NPR2 activator
12	N#CC(c1ccc(Cl)nn1)c1c(F)cccc1Cl (configuration not stated)	0	-0.1	2	0	5
26	N#Cc1c(C(F)(F)F)cc(-c2cccs2)nc1SC(C(=O)O)c1ccccc1 (configuration not stated)	-5	-0.1	2	-28	-10
36	N#Cc1ccc(NC(=O)CSc2nc3[nH]c(=O)cc(O)c3s2)cc1	2	0.1	-3	-19	-2

no.	ABHD4 inh	rCAG binder	SMARCA2 activ	GC-A act	ASAP1 GAP inh
12	2	-2	-1	3	2
26	-12	78*	-3	-5	12
36	18	26	-4	1	9

(more compounds)
no.	SMILES	ARFGAP1 inh	PG9 Ab binder	NR1D1 modulator	HTRA1 inhibitor	NPR2 activator
46	CN(Cc1ccccn1)Cc1nc(COc2ccccc2)no1	0	-0.8	-1	5	6
47	CCCC(=O)N1CCCC(c2cc(C(=O)NCc3ccccc3)no2)C1 (configuration not stated)	6	-1.0	-3	nt	2
48	Cc1nnc(NC(=O)CSc2nnc(Cc3ccccc3)n2Cc2ccccc2)s1	-3	-0.9	5	-2	0
49	COC(c1ccccc1)c1nnc(CCC(=O)N(C)CCOc2ccccc2)o1 (configuration not stated)	-14	0.2	-3	-2	-1
50	CCOC(=O)C(NCc1ccc(F)cc1)(NC(=O)c1ccccc1)C(F)(F)F (configuration not stated)	-11	-1.2	3	1	2
51	N#CC1(c2ccccc2)CCC(NCCc2ccccc2)CC1 (configuration not stated)	13	-1.5	-1	-1	-5
52	O=c1[nH]c(C2CCN(S(=O)(=O)c3ccc(C(F)(F)F)cc3)CC2)nc2c1nnn2Cc1ccc(F)cc1	-2	-1.3	1	-16	-2

no.	ABHD4 inh	rCAG binder	SMARCA2 activ	GC-A act	ASAP1 GAP inh
46	-1	-2	1	2	1
47	3	-2	3	0	-7
48	-3	2	-1	3	-3
49	4	-8	1	-3	-25
50	-2	-5	-1	-2	-9
51	5	2	0	-13	5
52	1	5	0	6	3

Rewritten with one line to a screen: entries from further up.
[16] COc1ccc2nc(C)cc(N/N=C/c3ccc(F)cc3)c2c1
[17] COc1ccccc1N(CC(=O)NCCSc1ccccc1)S(=O)(=O)c1ccccc1
[18] Cc1cc2cc(CNC(=S)NC3CCCCC3)ccc2[nH]1

assay / compound	16	17	18
ARFGAP1 inh	0	10	2
PG9 Ab binder	-1.0	0.8	1.3
NR1D1 modulator	5	-2	5
HTRA1 inhibitor	-26	-10	-12
NPR2 activator	-15	3	-2
ABHD4 inh	7	2	2
rCAG binder	27	-5	3
SMARCA2 activ	-5	-3	-2
GC-A act	-50	-1	0
ASAP1 GAP inh	7	-12	14

Compound activity (PubChem BioAssay)
